From PubChem BioAssay
DAX1 inh-1: blocks DAX1 repression of SF-1 activated StAR promoter. HEK293T StAR-luciferase reporter, SF-1/DAX-1 repression relief. inhibition, % at 6.8 µM. 370,000 tested, 1.1% active. AID 652010;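 active = inhibition above the mean over all tested compounds plus 3 SD, cut at about 3.6% in these data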;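 note: 0% = DAX-1 cells with DMSO and 100% = cells lacking DAX-1 with DMSO; higher inhibition means more luminescence from relief of DAX-1 repression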
KLK7 zymogen act: activators of human kallikrein-7 zymogen; activation, % at 7 µM; P49862; 370,000 tested, 0.9% active; AID 652039; purified proKLK7, EDANS-DABCYL substrate fluorescence; 100% is mature enzyme control, 0% vehicle;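 active = activation above the mean of all tested compounds plus 3 SD, computed per campaign excluding outliers beyond control limits, cut at about 13% in these data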
HGIII-sPLA2 inh: Blocks human group III sPLA2 activity; inhibition, % at 12.2 µM; 370,000 tested, 0.56% active; QFRET BODIPY PC-A2 liposome hydrolysis, fluorescence; AID 743126; Q9NZ20;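 active = inhibition above mean plus 3 SD of compounds lying within the high and low control bounds, cut at about 19% in these data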;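 note: 0% = median of test compound wells and 100% = no enzyme DMSO wells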
SMARCA2 act: activators of SMARCA2 function; MG213 cells, MMTV-luciferase reporter, dexamethasone, overnight; activation, % at 9.1 µM; 370,000 tested, 1% active; in the data active = activation above about 7.8%;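 note: 0% = vehicle wells and 100% = reference activator wells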
ssDAF12 agonist: activates DAF-12 receptor from parasite S. stercoralis; HEK293 ssDAF-12/GRIP1 lit1-tk-luc reporter, luminescence; % of 3 µM dafachronic acid response; activation, % at 6.8 µM; 370,000 tested, 1% active;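 active = activation above the mean over all tested compounds plus 3 SD, cut at about 0.9% in these data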;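 note: 0% = DMSO-only wells and 100% = 3 µM delta7-dafachronic acid wells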
GAA850 FXN act: activators of GAA850 frataxin (FXN) promoter; HEK293 lucGAA850 FXN promoter luciferase reporter, 24 h; percent of 10 µM SAHA response; activation, % at 6 µM; 360,000 tested, 0.56% active;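 active = activation above the average of all compounds screened plus 3 SD, cutoff fixed separately per campaign, cut at about 7.5% in these data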;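 note: 0% = DMSO wells and 100% = 10 µM SAHA wells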
NPR1 activator: GC-A (human) enzyme activation; P16066; activation, % at 10 µM; 370,000 tested, 0.14% active; HEK293 GC-A cells, cGMP TR-FRET, EC30 ANP; 0% at EC30 ANP, 100% saturating ANP; in the data active = activation above about 40%
Target sequence (P16066 whole entry, looked up): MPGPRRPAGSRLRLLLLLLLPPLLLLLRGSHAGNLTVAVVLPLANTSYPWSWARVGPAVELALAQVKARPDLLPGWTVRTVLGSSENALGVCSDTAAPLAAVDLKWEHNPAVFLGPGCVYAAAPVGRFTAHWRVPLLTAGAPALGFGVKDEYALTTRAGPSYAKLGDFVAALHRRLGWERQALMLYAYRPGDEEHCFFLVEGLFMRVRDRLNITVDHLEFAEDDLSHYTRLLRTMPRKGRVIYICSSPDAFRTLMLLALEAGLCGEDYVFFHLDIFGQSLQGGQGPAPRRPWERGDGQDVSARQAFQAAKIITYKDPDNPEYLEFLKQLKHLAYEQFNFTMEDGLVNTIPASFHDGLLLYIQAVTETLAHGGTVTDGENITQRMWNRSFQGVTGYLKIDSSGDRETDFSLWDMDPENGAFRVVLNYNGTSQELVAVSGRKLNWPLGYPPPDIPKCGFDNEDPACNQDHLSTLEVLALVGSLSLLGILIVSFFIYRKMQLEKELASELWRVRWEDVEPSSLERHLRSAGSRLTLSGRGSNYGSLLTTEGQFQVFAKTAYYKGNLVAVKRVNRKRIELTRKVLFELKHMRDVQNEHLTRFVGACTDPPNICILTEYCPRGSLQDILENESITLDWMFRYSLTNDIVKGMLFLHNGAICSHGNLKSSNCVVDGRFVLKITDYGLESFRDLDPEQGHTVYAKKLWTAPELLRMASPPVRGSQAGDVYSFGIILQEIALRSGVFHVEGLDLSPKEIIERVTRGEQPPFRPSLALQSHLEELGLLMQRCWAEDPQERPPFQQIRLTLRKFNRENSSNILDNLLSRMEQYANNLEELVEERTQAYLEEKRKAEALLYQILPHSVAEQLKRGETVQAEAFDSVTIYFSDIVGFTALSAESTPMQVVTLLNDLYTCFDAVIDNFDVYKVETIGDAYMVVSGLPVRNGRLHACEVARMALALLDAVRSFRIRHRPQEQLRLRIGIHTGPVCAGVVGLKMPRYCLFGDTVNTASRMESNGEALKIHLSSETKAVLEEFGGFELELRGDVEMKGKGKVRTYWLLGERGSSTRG
hgDAF12 agonist: activates the H. glycines DAF-12 receptor ligand-binding domain. HEK293 GAL4-hgDAF12 UAS-luciferase reporter, agonist luminescence; normalized to butyrate control. activation, % at 6.8 µM. 370,000 tested, 1.8% active;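 active = activation above a cutoff set at the mean of all screened compounds plus 3 SD, cut at about 10% in these data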;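 note: 0% = DMSO wells and 100% = sodium butyrate wells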
GC-B act: GC-B (human) receptor activation | HEK293-GC-B cells, CNP EC30, cGMP TR-FRET; 0% at EC30 CNP, 100% saturating CNP | activation, % at 10 µM | 370,000 tested, 0.11% active;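 active = activation at 10 µM reaching about 35% in either raw or pattern-adjusted values, limit read from the data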
DAX1 inh-2: inhibitors of human orphan nuclear receptor DAX1 (NR0B1); HEK293 Gal4-DAX1 luciferase reporter, luminescence; inhibition, % at 6.75 µM; AID 504766; 340,000 tested, 0.99% active;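 active = inhibition above the mean over all tested compounds plus 3 SD, cut at about 4.2% in these data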;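 note: 0% = DAX1-transfected cells with DMSO and 100% = empty-vector control cells with DMSO; inhibition shows as a rise in luminescence from relieved DAX1 repression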
hcDAF-12 act: activates DAF-12 receptor from parasite H. contortus; activation, % at 6.8 µM; HEK293 hcDAF-12 lit1-tk-luc reporter, luminescence; 0% DMSO, 100% Δ7-dafachronic acid; AID 652067; 370,000 tested, 1.4% active;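 active = activation above the mean of all tested compounds plus 3 SD, cut at about 5.5% in these data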;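 note: 100% = response to 3 µM Δ7-dafachronic acid high control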
* marks the source's active call; other numbers are inactive results; x = no result given.

SMILES | DAX1 inh-1 | KLK7 zymogen act | HGIII-sPLA2 inh | SMARCA2 act | ssDAF12 agonist | GAA850 FXN act | NPR1 activator | hgDAF12 agonist | GC-B act | DAX1 inh-2 | hcDAF-12 act
CCOC(=O)/C=C/c1cnn(-c2ccccc2)c1 | 1.5 | -0.7 | 14 | 6 | 0.2 | 4.1 | 1 | 7.4 | -1 | 0.8 | 2.0
N=c1n(Cc2ccccc2)c2ccccc2n1CC(O)c1ccccc1 (stereo not given) | -0.5 | -0.1 | 6 | 2 | -1.8 | -8.4 | -21 | 2.2 | -22 | 1.8 | -0.1
CSc1n[nH]c(N)c1S(=O)(=O)c1ccc(Cl)cc1 | -0.1 | -0.5 | -5 | -3 | -0.3 | 0.6 | 6 | -2.7 | 0 | -1.1 | -2.0
COc1ccccc1NC(=O)COc1coc(CN2CCN(c3ccccc3)CC2)cc1=O | -1.0 | 0.3 | -1 | 2 | -0.5 | 0.0 | -4 | 0.2 | -1 | -1.2 | -0.4
Cn1c(NC(=O)C2CC2)cc(=O)n(C)c1=O | -0.6 | 0.3 | -7 | -1 | -0.6 | 0.9 | 3 | -3.5 | 0 | -0.6 | -1.5
CC(=O)Nc1ccc(/C=C(\C#N)C(N)=O)cc1 | 0.4 | 0.1 | 0 | 1 | -1.1 | -0.1 | -2 | -0.3 | -3 | x | 0.1
O=C(O)CC1(CC(=O)Nc2ccc(Cl)cc2C(=O)c2ccccc2)CCCC1 | -0.6 | 0.5 | -5 | 0 | -1.3 | 1.2 | -4 | 2.7 | -3 | -0.2 | -0.5
O=[N+]([O-])c1cccc2ccc(/C=C/c3ccc(Cl)cc3)nc12 | 0.6 | 0.0 | 2 | 2 | 0.4 | 5.9 | 1 | 6.3 | -2 | 0.0 | 4.2
Cc1csc(=O)n1CCC(=O)OCC(=O)Nc1ccc(N2CCOCC2)cc1 | -2.6 | -0.1 | 9 | -2 | -0.9 | -1.1 | 2 | 0.5 | -1 | 1.0 | 0.6
CSC1=NCCN1CCOc1ccccc1 | -0.6 | -0.1 | 0 | 0 | -0.8 | -1.4 | 1 | 0.7 | 0 | x | -3.0
CN1OC[C@@H]2CN(C(=S)NCCc3ccccc3)[C@H](c3ccc(-n4ccnc4)cc3)C[C@@H]21 | -0.3 | 0.3 | 5 | 8.4* | -0.8 | x | 0 | -1.4 | -4 | x | -0.2
CCN(CC)c1ccc2cc(C(N)=O)/c(=N\NC(=O)c3ccncc3)oc2c1 | -0.1 | -0.4 | -14 | 0 | -1.8 | x | -16 | 1.0 | -7 | x | -0.9
COc1ccc(C(C(=O)NC2CCCC2)N(C(=O)c2ccco2)c2ccccc2C(C)=O)cc1OC (stereo not given) | -0.5 | -1.1 | 0 | -1 | 0.1 | -0.4 | 0 | -0.7 | 3 | -0.3 | -0.1
O=Nc1c(O)n(Cc2cccc(C(F)(F)F)c2)c2ccccc12 | -0.4 | 0.3 | -30 | 0 | -1.8 | -1.4 | -23 | -5.9 | -11 | -1.9 | -3.1
O=C1NC(=O)c2cc(Br)cc3cccc1c23 | 0.4 | -0.6 | 9 | -2 | -0.7 | 3.4 | 4 | 2.2 | -4 | -0.2 | 0.9
Cc1ccc(NC(=O)/C(=C/C=C/c2ccccc2)NC(=O)c2ccccc2)cc1 | -0.4 | -12 | -10 | -3 | 0.1 | 2.9 | 2 | -0.7 | 0 | -1.6 | -0.7
O=C(Nc1ccc2c(c1)CCC2)c1cccc(S(=O)(=O)Nc2ccccc2Cl)c1 | -0.5 | 0.8 | -44 | -4 | -1.2 | 0.6 | -2 | 0.2 | 5 | -0.6 | -2.4
CC(=O)N(CN1C(=O)c2ccccc2C1=O)c1ccc2c(c1)oc1ccccc12 | -0.3 | -0.8 | 6 | -2 | -1.0 | 4.1 | -2 | -0.3 | 2 | -1.3 | -0.5
O=C(NCCc1ccccc1)c1ncn[nH]1 | 0.1 | 0.1 | 4 | 5 | -1.3 | 2.8 | 2 | -0.5 | 6 | 0.5 | -0.2
Cc1c(Cl)cnc(NC(=O)COC(=O)c2cccc(S(=O)(=O)N3c4ccccc4CC3C)c2)c1Cl (stereo not given) | 0.2 | -0.8 | -11 | 0 | -1.0 | 2.6 | 1 | 0.6 | 2 | -0.1 | -0.3
CCCC(=O)N1CCN(c2ccc(NC(=O)c3sc4ccccc4c3Cl)cc2)CC1 | -1.0 | -0.8 | 0 | -1 | -1.7 | -3.0 | 2 | -2.2 | 6 | -1.4 | -0.7
CCCCn1nnnc1C(c1ccccc1)N1CCN(c2ncccn2)CC1 (stereo not given) | 0.2 | 0.3 | 5 | 0 | -1.5 | x | 0 | -1.3 | 2 | x | 0.2
Cc1ccc(NC(=O)C2CCN(S(=O)(=O)c3cccc(C(F)(F)F)c3)CC2)nc1 | -0.3 | 0.1 | 6 | -2 | -0.3 | -1.0 | 0 | -0.5 | 1 | -0.7 | 0.5
Cc1ccc(C(=O)Nc2ccc3c(c2)CCC3)cc1 | 4.6* | 0.2 | -2 | 2 | -0.4 | -0.8 | 4 | 6.5 | -3 | -4.2 | 5.0
O=C(Cn1ccc2ccccc2c1=O)NCCC(=O)N1CCN(C2CCCCC2)CC1 | 0.0 | 0.0 | 6 | -2 | -0.7 | -3.4 | 5 | -3.0 | 1 | -1.8 | 0.0

Retrieved by compound from above:
SMILES | DAX1 inh-1 | KLK7 zymogen act | HGIII-sPLA2 inh | SMARCA2 act | ssDAF12 agonist | GAA850 FXN act | NPR1 activator | hgDAF12 agonist | GC-B act | DAX1 inh-2 | hcDAF-12 act
Cc1ccc(C(=O)Nc2ccc3c(c2)CCC3)cc1 | 4.6* | 0.2 | -2 | 2 | -0.4 | -0.8 | 4 | 6.5 | -3 | -4.2 | 5.0
Cc1ccc(NC(=O)C2CCN(S(=O)(=O)c3cccc(C(F)(F)F)c3)CC2)nc1 | -0.3 | 0.1 | 6 | -2 | -0.3 | -1.0 | 0 | -0.5 | 1 | -0.7 | 0.5

New compounds follow.
SMILES | DAX1 inh-1 | KLK7 zymogen act | HGIII-sPLA2 inh | SMARCA2 act | ssDAF12 agonist | GAA850 FXN act | NPR1 activator | hgDAF12 agonist | GC-B act | DAX1 inh-2 | hcDAF-12 act
O=C(NN1CCOCC1)c1ccccc1NS(=O)(=O)c1ccc(F)cc1F | -1.0 | -1.0 | -6 | 0 | -1.1 | -0.4 | -2 | 1.4 | 0 | -0.4 | 0.9
C=CCCC(=O)N1CCCC(C(=O)c2cccc(OC)c2)C1 (stereo not given) | 0.1 | 0.6 | 0 | 1 | -1.0 | 0.6 | -1 | 0.7 | 2 | 1.9 | -0.6
CC(C)c1ccc(S(=O)(=O)N2CCN(C(=O)n3ccnc3)CC2)cc1 | -0.4 | -0.5 | -2 | -3 | -1.3 | 0.6 | 1 | 1.3 | 6 | 1.3 | -0.5
CC1(C)c2ccccc2N2CC(=O)N(CC(N)=O)C21C (stereo not given) | -0.4 | 0.4 | -30 | 0 | -0.5 | 1.1 | 3 | -1.6 | 0 | -0.3 | -0.5
Nc1nonc1C(=O)NCCNC(=O)c1ccc(Cl)c(Cl)c1 | 0.1 | 0.0 | 2 | 6 | -0.9 | 1.2 | -4 | -0.6 | -16 | 2.3 | -0.5
Cc1cc(C)n(C(=O)c2nn(C)c(C)c2[N+](=O)[O-])n1 | -0.5 | -0.2 | 1 | 1 | -1.2 | 2.4 | 3 | -0.5 | 3 | 0.4 | -1.1
CC(NC(=S)Nc1ccc(S(N)(=O)=O)cc1)c1ccc2c(c1)OCO2 (stereo not given) | 0.1 | 0.2 | 2 | 0 | -1.0 | -0.5 | 0 | 2.6 | 8 | -0.8 | -2.2
CCN(c1ccccc1)S(=O)(=O)c1cc(C(=O)Nc2cccc(Cl)c2)ccc1F | -1.7 | -0.5 | -10 | -6 | -1.6 | 0.6 | 2 | -4.0 | 2 | -2.8 | -3.6
Cc1cnc(NC(=O)CSc2nnc(C)n2N)s1 | 0.3 | 0.0 | 22* | -1 | 0.6 | -1.0 | -1 | 3.8 | 1 | -0.3 | -1.3
O=C(NC1CCN(C(=O)Nc2ccccc2Cl)CC1)c1cccc(F)c1 | -0.1 | -0.1 | 4 | 6 | -1.2 | -1.7 | -2 | -0.2 | -1 | 1.5 | -0.8
Cc1c(C(=O)NCc2ccc(C(F)(F)F)cc2)sc(=O)n1Cc1ccc(S(=O)(=O)N(C)C)cc1 | -3.8 | 0.4 | -18 | -8 | -2.0 | -3.8 | -2 | -5.6 | 3 | x | -3.8
COc1cc(/C=C/c2nc3ccccc3c(=O)[nH]2)cc(OC)c1OC | 0.2 | 1.6 | -6 | 0 | -1.0 | 0.5 | 6 | 4.7 | 2 | -3.2 | -0.6
COc1ccc(S(=O)(=O)NCC2CCC(C(=O)O)CC2)cc1 (stereo not given) | 0.1 | 0.9 | 12 | -4 | -1.4 | -0.6 | 3 | -1.1 | 4 | -0.6 | -0.7
CCOC(=O)C1=CCN(S(=O)(=O)c2ccc(C)cc2)C1c1cccc(F)c1 (stereo not given) | -0.8 | 0.2 | -1 | -3 | -1.4 | x | -4 | -2.3 | -4 | x | -1.9
COc1ccc(C(=O)NCc2nnc(SCC(=O)N3CCCCC3)o2)cc1OC | 0.1 | 0.2 | 3 | -1 | -1.4 | 1.1 | 2 | -2.5 | 4 | -1.1 | 0.6
CC(=O)c1cccc(NC(=O)CCc2nnc3ccc(N4CCOCC4)nn23)c1 | -0.4 | 0.4 | 9 | -4 | -0.5 | 1.4 | 2 | -1.3 | -3 | 0.1 | 2.0
CC1CCCN(c2sc(S(C)(=O)=O)nc2S(=O)(=O)c2ccc(Cl)cc2)C1 (stereo not given) | -0.2 | 0.1 | 0 | -5 | -0.2 | -0.2 | 5 | 0.9 | 2 | 0.2 | -1.5
COc1ccc(OCc2nnc(SCC(=O)N(C)Cc3ccccc3)n2N)cc1 | -0.2 | -1.1 | 5 | -3 | -1.6 | 1.5 | 10 | -1.1 | -1 | 0.8 | -0.2
O=[N+]([O-])c1c(NCCCO)cc(SCc2ccco2)c2nonc12 | -0.5 | -0.4 | 7 | 1 | -1.2 | 3.3 | 7 | 0.8 | -2 | 0.0 | 0.1
COC(=O)CCC(=O)OC1(C)C(=O)C=C2C=C(C3CC3)N(Cc3ccco3)C=C2C1=O (stereo not given) | 0.3 | 3.5 | 0 | -1 | -0.4 | -0.1 | 0 | 1.0 | -1 | 2.8 | 1.1
CCOC1=C2CN(S(=O)(=O)c3ccc(Cl)cc3)[C@H](c3ccccc3)C[C@@H]2N(S(=O)(=O)c2ccc(C)cc2)[C@H](c2ccccc2)C1 | -0.5 | -0.7 | -1 | -1 | -1.0 | x | 3 | -1.6 | 2 | x | -0.2
COc1ccc(-c2cc3nc(NCc4ccc(NC(C)=O)cc4)n(C)c(=O)c3s2)cc1OC | -1.5 | 2.0 | 3 | -3 | -1.2 | 3.2 | 8 | -2.5 | 3 | x | -0.1
CC(=O)c1ccc(NC(=S)NNC(=O)c2ccncc2)cc1 | 0.8 | 0.1 | 8 | 1 | -0.6 | 2.3 | -1 | 2.1 | 1 | 0.1 | 1.8
CCc1ccc(C2C(C(=O)O)c3ccccc3C(=O)N2C)cc1 (stereo not given) | -0.3 | 0.5 | 7 | -1 | -0.6 | 0.2 | 6 | -0.2 | 2 | 0.6 | -0.1
